# Screening data as filed in PubChem BioAssay.
# PGK inhibitor – qHTS Assay to Find Inhibitors of Phosphoglycerate Kinase; Potency, µM (highest dose often 57.5 µM), for inactives: top-dose activity change, negative = inhibition, hits mostly inhibitors; AID 602233, 2012; Phosphoglycerate kinase, glycosomal (Trypanosoma brucei brucei), P07378; PGK/GAPDH coupled, Kinase-Glo luminescence, 60 min; 380,000 compounds, 0.043% hits; also: potency is read from the fitted curve at half-maximal effect; nearly all actives have a fitted effect of over 60% in size
# Target sequence (P07378 whole entry, looked up): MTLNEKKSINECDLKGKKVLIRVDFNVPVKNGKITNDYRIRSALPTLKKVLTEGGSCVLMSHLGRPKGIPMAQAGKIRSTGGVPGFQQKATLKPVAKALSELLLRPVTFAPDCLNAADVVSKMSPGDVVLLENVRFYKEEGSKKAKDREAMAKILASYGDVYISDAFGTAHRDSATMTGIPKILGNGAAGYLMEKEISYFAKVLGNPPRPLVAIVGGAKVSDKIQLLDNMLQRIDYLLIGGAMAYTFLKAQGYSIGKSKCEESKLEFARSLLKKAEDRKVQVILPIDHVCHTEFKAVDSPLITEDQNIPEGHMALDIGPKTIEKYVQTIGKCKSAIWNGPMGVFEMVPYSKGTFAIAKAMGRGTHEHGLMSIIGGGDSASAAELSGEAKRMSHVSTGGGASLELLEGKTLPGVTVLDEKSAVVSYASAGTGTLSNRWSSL
#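 Luminescent ATP detection (Kinase-Glo Plus) follows a 60-minute room-temperature incubation, with wells lacking PGK as controls. Buffer: 100 mM TEA (pH 7.6), 5 mM MgCl2, 0.01% Tween-20. Coupling enzyme GAPDH (100 nM final) supplies unstable 1,3-BPG in-well.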
# PI4K2A inh – qHTS for small molecular inhibitors of PI4K2A | activity change, negative = inhibition, % at 76.9 µM | 420,000 compounds, 0.13% hits | Phosphatidylinositol 4-kinase type 2-alpha (Homo sapiens), Q9BTU6 | purified PI4K2A, ADP-Glo luminescence, 1 h; hits give low values; in the data active = activity change below about -50%; inconclusive = mostly about -30% to -49%;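 also: -100% = wells without enzyme as full effect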
# Target sequence (Q9BTU6 whole entry, looked up): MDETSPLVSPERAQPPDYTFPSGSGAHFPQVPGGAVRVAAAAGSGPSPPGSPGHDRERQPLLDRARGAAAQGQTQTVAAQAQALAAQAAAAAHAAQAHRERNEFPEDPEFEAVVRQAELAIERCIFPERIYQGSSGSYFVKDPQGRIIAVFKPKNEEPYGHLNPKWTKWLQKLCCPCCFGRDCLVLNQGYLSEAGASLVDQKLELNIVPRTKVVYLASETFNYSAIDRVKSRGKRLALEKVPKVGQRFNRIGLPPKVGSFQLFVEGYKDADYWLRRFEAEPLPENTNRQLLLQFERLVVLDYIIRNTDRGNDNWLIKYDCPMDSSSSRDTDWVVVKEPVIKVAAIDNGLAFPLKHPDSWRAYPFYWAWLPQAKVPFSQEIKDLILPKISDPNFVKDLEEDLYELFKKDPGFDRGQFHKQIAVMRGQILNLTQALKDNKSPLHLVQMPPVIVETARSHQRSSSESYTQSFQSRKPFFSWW
#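 In this quantitative HTS, ADP production by PI4K2A was quantified luminescently after 1 h at ambient temperature; 100 microM adenosine served as plate-quality control.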
# GLS inh – qHTS for Inhibitors of Glutaminase (GLS); Glutaminase kidney isoform, mitochondrial (Homo sapiens), O94925; GLS enzymatic activity, qHTS titration; Potency, µM (titrated, usually from 45.5 µM), inactives show at the highest dose activity change, negative = inhibition, most hits filed as inhibitors; 410,000 compounds, 0.21% hits; AID 624170, 2012; also: potency is read from the fitted curve at half-maximal effect
#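 Compounds were pin-transferred onto hKGA, after which L-glutamine (1 mM solution) and a detection mix of glutamate oxidase, HRP and Amplex Red were added. Initial and 30 min RT fluorescence reads were collected.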
# * marks the source's active call; other numbers are inactive results; i = inactive; ? = inconclusive. Unless noted, calls follow the shape of the dose curve; as a rule, active = well fitted curve in the direction sought with a large enough effect; inconclusive = small, poorly fitted or top-dose-only effect, or another doubt; inactive = no such curve, though single readings can be large; an effect the other way counts as inactive or inconclusive. Unless noted, % is scaled to controls: 0 for no effect and ±100 for the full control effect. These rows are one share of the data. The share of hits here may be higher or lower than overall.
cpd	SMILES	PGK inhibitor	PI4K2A inh	GLS inh
1	Cc1ccc(S(=O)(=O)N2C[C@@H](C)[C@]3(C2)[C@H](O)[C@H](OC(=O)NCc2ccccc2F)C[C@H]2C(=O)N(c4ccccc4)C(=O)[C@H]23)cc1	4%	-12	4%
2	C[C@@H]1CN([C@@H](C)CO)S(=O)(=O)c2ccc(/C=C/c3ccccc3)cc2O[C@@H]1CN(C)Cc1ccc(C(=O)O)cc1	-3%	4	-7%
3	CCCCCCn1c(=O)n2n(c1=O)[C@@H]1CN(S(=O)(=O)c3ccc(C)cc3)C[C@]1(O)[C@@H](OC(=O)Nc1c(C)noc1C)C2	-6%	-10	3%
4	Cc1ccc(CNC(=O)C2CCC(=O)N(Cc3cccc(F)c3)C2)s1 (centres undefined)	-6%	3	0%
5	C[C@H]1CN(Cc2ccccc2)C(=O)[C@@H]1CC(=O)Nc1ccccc1	6%	-2	14%
6	CC(=O)N(C(C)=O)c1ccc(Oc2ccc(Oc3ccc(N(C(C)=O)C(C)=O)cc3)cc2)cc1	-9%	0	2%
7	Cc1c(C)c2cc(Cl)c(OCC(=O)NCCCN3CCCC3=O)cc2oc1=O	i	1	3%
8	Cc1cc(C)c2c(=O)n3c(nc2c1)C(Cc1ccccc1)NC(=O)c1cc2ccccc2cc1-3 (centres undefined)	-8%	4	-2%
9	O=C(Nc1nccs1)c1cnc2sccn2c1=O	-1%	-18	-1%
10	COc1ccc(-c2n[nH]nc2C2=CC(=O)CC(C)(C)C2)cc1	-1%	-1	0%
11	Cc1cccc(C(C)C)c1NC(=O)COC(=O)CCC(=O)N(CC(C)C)c1c(N)n(CC(C)C)c(=O)[nH]c1=O	2%	-2	0%
12	O=C1CCC(C(=O)N2CCN(c3cnccn3)CC2)CN1CCc1ccccc1 (centres undefined)	i	-2	-5%
13	C[C@H]1CN([C@@H](C)CO)S(=O)(=O)c2ccc(Br)cc2O[C@@H]1CN(C)C(=O)Nc1ccc2c(c1)OCO2	-10%	-7	13%
14	C[C@H]1CN([C@@H](C)CO)C(=O)c2cc(Br)cnc2O[C@H]1CN(C)S(=O)(=O)c1cccs1	-6%	-1	-2%
15	Cc1cccc(-c2n[nH]nc2C2=CC(=O)CC(C)(C)C2)c1	7%	-7	-10%
16	CCN1C(=O)[C@H]2[C@@H](c3ccc(C(F)(F)F)cc3)N[C@]3(CCCN(Cc4cccn4C)C3=O)[C@H]2C1=O	-7%	3	-10%
17	O[C@H]1CN(CC2CCCCC2)[C@@H](c2ccccc2)C[C@@H]1n1cc(C2CC2)nn1	-5%	0	-2%
18	C#CCOC(=O)CCCN1C(=O)c2cccc3cccc(c23)C1=O	-8%	2	9%
19	O=C(NCc1nnnn1-c1ccc(F)cc1)c1ccc(S(=O)(=O)N2CCOCC2)cc1	-8%	2	1%
20	CC(=O)Nc1ccc(OCc2cn(CC(=O)c3ccc(O)cc3)nn2)cc1	-4%	?	-22%

# Shown with each value named: entries from further up
14. C[C@H]1CN([C@@H](C)CO)C(=O)c2cc(Br)cnc2O[C@H]1CN(C)S(=O)(=O)c1cccs1
- PGK inhibitor = -6%
- PI4K2A inh = -1
- GLS inh = -2%

15. Cc1cccc(-c2n[nH]nc2C2=CC(=O)CC(C)(C)C2)c1
- PGK inhibitor = 7%
- PI4K2A inh = -7
- GLS inh = -10%

10. COc1ccc(-c2n[nH]nc2C2=CC(=O)CC(C)(C)C2)cc1
- PGK inhibitor = -1%
- PI4K2A inh = -1
- GLS inh = 0%

13. C[C@H]1CN([C@@H](C)CO)S(=O)(=O)c2ccc(Br)cc2O[C@@H]1CN(C)C(=O)Nc1ccc2c(c1)OCO2
- PGK inhibitor = -10%
- PI4K2A inh = -7
- GLS inh = 13%

# Continuation.
cpd	SMILES	PGK inhibitor	PI4K2A inh	GLS inh
21	Cc1ccc(C(=O)OCC(=O)Nc2cc(Cl)ccc2C#N)o1	-8%	-3	-3%
22	CC(C)n1ncc2c(C(=O)N3CCN(S(=O)(=O)c4cccc(F)c4)CC3)cc(C3CC3)nc21	-10%	-3	0%
23	CCc1ccc(/C=C2/SC(=S)N(CCCC(=O)Nc3cccc(C(=O)O)c3)C2=O)cc1	-14%	2	2%
24	Cc1c(NC(=O)c2cc3ccccc3o2)cccc1-n1cnnn1	4%	-4	-5%
25	CCOc1ccccc1NC(=O)C(OC(=O)c1cnc(C)cn1)c1ccccc1 (centres undefined)	3%	-2	-2%
26	Cc1nc2c(=O)[nH]n(C)c2nc1C	-2%	-5	5%
27	CCCCC(=O)NC(c1ccc(OC)cc1)c1ccc2cccnc2c1O (centres undefined)	i	-2	-4%
28	COc1ccccc1C(=O)NC1CC2CCCC(C1)N2Cc1ccccc1 (centres undefined)	i	0	-5%
29	CN(CC(=O)Nc1ccc(F)cc1)C(=O)CN1C(=O)NC(CCc2ccccc2)C1=O (centres undefined)	-3%	4	-6%
30	COc1ccc(C(=O)NCCCN2CCCC2=O)cc1S(=O)(=O)N1CCOCC1	0%	0	0%
31	C[C@@H](NC(=O)c1ncn2c1c(=O)[nH]c1cccnc12)c1ccccc1	-1%	-5	1%
32	CCc1cc(-c2cnnn2Cc2ccccc2)ccc1-c1cn(CC(C)C)nn1	2%	-2	3%
33	Cn1cc(CN2CCC(n3nccc3NC(=O)c3ccc4c(c3)OCO4)CC2)cn1	10%	-2	0%
34	COc1cc(CNc2nc3ccccc3n2Cc2ccccc2)ccc1O	i	-1	9%
35	CC(=O)NC(c1ccc(N(C)C)cc1)c1cc(Cl)c2cccnc2c1O (centres undefined)	-2%	1	19%
36	COc1ccc(C(=O)NCC2(c3ccc(OC)c(OC)c3)CCCC2)cc1OC	-9%	-2	-6%
37	COc1ccc(NC2CCCN(C(=O)COc3ccc(C(C)=O)cc3)C2)cc1 (centres undefined)	-1%	-2	5%
38	CCCCN1C[C@H](c2ccc(Br)cc2)[C@@H](CC(=O)Nc2ccc(Br)cc2)C1=O	-3%	1	-5%
39	O=C1C(=Cc2ccccc2[N+](=O)[O-])Cc2ccccc21	-3%	-4	-2%
40	CCN(CC)C(=O)C(C)N1c2cccc3cccc(c23)S1(=O)=O (centres undefined)	i	-3	1%

# The listing continues.
cpd	SMILES	PGK inhibitor	PI4K2A inh	GLS inh
41	O=c1c2ccc(F)cc2sn1-c1ccccc1	-8%	-8	7.1µM*
42	NC(=O)c1nc2c([nH]c1=O)CCCC2	-13%	-1	2%
43	C[C@@H]1CN([C@@H](C)CO)C(=O)CCCn2nncc2CO[C@H]1CN(C)Cc1ccc(-c2ccccc2)cc1	8%	-4	5%
44	CC(C)Oc1ccc(S(=O)(=O)N2CCOCC2)cc1NC(=O)CSC(=S)N1CCCC1	8%	2	0%
45	O=C(O)c1ccc(CNC(=O)C2CCN(S(=O)(=O)c3cccs3)CC2)cc1	-3%	2	-8%
46	C#CCN(C[C@H]1[C@H](OC(=O)NCc2ccc(OC)c(OC)c2)[C@H](OC(=O)NCc2ccc(OC)c(OC)c2)C[C@@H](C(=O)OC)[C@H]1C(=O)OC)S(=O)(=O)c1ccc(C)cc1	i	4	-2%
47	CC(C)NC(=O)N(C)C[C@H]1Oc2ncc(Br)cc2C(=O)N([C@H](C)CO)C[C@@H]1C	-5%	-1	0%
48	CCN(CC)C(=O)C1=C(C)N(Cc2ccc(C(C)(C)C)cc2)C(=O)C(CC(=O)NCc2ccco2)C1 (centres undefined)	-3%	-2	-1%
49	COc1ccc(NC(=O)N(C)C[C@H]2Oc3ncc(C#C[C@@H](C)O)cc3C(=O)N([C@H](C)CO)C[C@H]2C)cc1	-4%	-5	2%
50	C#CCN(C[C@@H]1[C@@H](OC(=O)NCCCCCC)[C@@H](OC(=O)NCCCCCC)Cn2c(=O)ccc(=O)n21)S(=O)(=O)c1ccc(C)cc1	6%	-10	-1%
51	CCCCN1C(=O)C(CC(=O)NC2CCCCC2)CC(C(=O)N(C(C)C)C(C)C)=C1C (centres undefined)	i	3	2%
52	CS(=O)(=O)c1cc(C(=O)O)cc(NCc2ccccc2)c1Oc1ccccc1	0%	-4	12%
53	Cc1c(CC(=O)N2CCC(O)CC2)c(=O)oc2cc3c(cc12)CCC1(CCCCC1)O3	3%	0	2%
54	COc1cccc(CN(C)CCCn2cnc3c(OC)ncnc32)c1	0%	-2	0%
55	C[C@@H]1CN([C@H](C)CO)C(=O)c2cc(Br)cnc2O[C@H]1CN(C)C(=O)Cc1ccccc1	-4%	-5	-5%
56	Cc1ccc(-c2nc3ccc(Br)cn3c2CC(C)(C)C)cc1	6%	5	1%
57	CC(C)Oc1ccc(S(=O)(=O)N2CCOCC2)cc1NC(=O)CSc1nnc(C2CC2)n1C	-4%	-4	4%
58	Cc1ccc(NC(=O)c2sc3ncn(CC(=O)N4CCN(c5ccccn5)CC4)c(=O)c3c2C)cc1	i	11	4%
59	C[C@H](CO)N1C[C@H](C)[C@H](CN(C)S(=O)(=O)c2cccs2)OCc2cnnn2CCCC1=O	-1%	5	-9%
60	Cc1ccc([C@H]2C[C@H](n3cc(C4CC4)nn3)[C@@H](O)CN2C(=O)c2cccs2)cc1	0%	-7	-3%

# New compounds follow:
cpd	SMILES	PGK inhibitor	PI4K2A inh	GLS inh
61	C[C@H](O)CNC(=O)c1[nH]cnc1C(=O)Nc1cccc(Cl)c1	-3%	4	2%
62	CN(C(=O)COC(=O)Cc1ccc(Br)cc1)c1c(N)n(Cc2ccccc2)c(=O)[nH]c1=O	-2%	0	1%
63	O=C(O)C=Cc1c[nH]c2nccnc12	i	-5	3%
64	Cc1ccnc(NCc2cc(Cl)cc(Cl)c2O)c1	i	2	8%
65	COC(=O)C1(C(=O)OC)C2C(=O)C3C(C21)C3(C(=O)OC(C)(C)C)C(=O)OC(C)(C)C (centres undefined)	-9%	0	7%
66	Nc1ccccc1SC(CC(=O)c1ccccc1)c1ccc([N+](=O)[O-])cc1 (centres undefined)	-8%	4	1%
67	COc1cc(S(=O)(=O)n2ccc(C)n2)c(C)cc1C	3%	0	11%
68	COc1cccc(-c2n[nH]nc2C2=CC(=O)CC(C)(C)C2)c1	9%	-3	7%
69	COc1ccc(CCNS(=O)(=O)c2ccc3c(c2)CC(C)N3C(=O)C2CC2)cc1OC (centres undefined)	-8%	5	0%
70	C[C@@H]1CN([C@H](C)CO)C(=O)CCCn2nncc2CO[C@H]1CN(C)Cc1cccc(C(F)(F)F)c1	-1%	2	1%

# Entries of single compounds, looked up by structure. Order of values: PGK inhibitor	PI4K2A inh	GLS inh
# Entry for COc1cccc(CN(C)CCCn2cnc3c(OC)ncnc32)c1 : 0%	-2	0%
# Entry for CCCCN1C(=O)C(CC(=O)NC2CCCCC2)CC(C(=O)N(C(C)C)C(C)C)=C1C (centres undefined) : i	3	2%
# Entry for CCCCN1C[C@H](c2ccc(Br)cc2)[C@@H](CC(=O)Nc2ccc(Br)cc2)C1=O : -3%	1	-5%
